Luc counter: Kinase-Glo luciferase inhibition (counter-screen) | Potency, µM (top dose mostly 38.3 µM), for inactives: at the highest dose activity change, negative = inhibition, actives largely listed as inhibitors | Kinase-Glo luciferase, ATP luminescence, 8 min | 200,000 tested, 0.28% active | AID 1379; also: potency is read from the fitted curve at half-maximal effect; % is scaled to controls: 0 for no effect and ±100 for the full control effect; nearly all actives have a fitted effect of over 60% in size
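Light output from Kinase-Glo luciferase with luciferin and 10 uM ATP in 50 mM imidazole pH 7.2, KCl, MgCl2, Tween 20, BSA; compound pin-delivered, 8-min ambient incubation, then luminescence read.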
NPSR antag: blocks cAMP signaling of the human neuropeptide S receptor. CHO-NPSR cells, cAMP TR-FRET, antagonist mode. Potency, µM (highest dose often 38.3 µM), without a hit: top-dose activity change, negative = inhibition, most hits filed as inhibitors. 220,000 tested, 1% active. AID 1461; also: potency is read from the fitted curve at half-maximal effect; % is scaled to controls: 0 for no effect and ±100 for the full control effect; nearly all actives have a fitted effect of over 50% in size; many of its hits are not listed in these tables
Target sequence (Q6W5P4 whole entry, looked up): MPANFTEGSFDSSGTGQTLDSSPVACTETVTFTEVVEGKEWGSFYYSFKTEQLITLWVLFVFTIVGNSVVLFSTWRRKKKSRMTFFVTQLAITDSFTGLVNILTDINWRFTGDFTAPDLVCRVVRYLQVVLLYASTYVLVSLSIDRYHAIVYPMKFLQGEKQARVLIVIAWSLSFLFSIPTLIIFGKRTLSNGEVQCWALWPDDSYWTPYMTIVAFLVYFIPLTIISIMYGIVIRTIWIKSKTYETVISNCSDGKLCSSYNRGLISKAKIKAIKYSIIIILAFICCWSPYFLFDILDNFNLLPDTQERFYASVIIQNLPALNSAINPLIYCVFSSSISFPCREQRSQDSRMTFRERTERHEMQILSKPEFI
IMPase Li inh: membrane-permeable IMPase blocker, potentiated with lithium | Potency, µM (series often up to 59.4 µM), for the others: at the highest dose activity, negative = IMPase inhibition, hits mostly inhibitors | CHO-M1 cells, IP1 TR-FRET (IP-One), carbachol + lithium | 210,000 tested, 0.35% active | AID 1457;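 also: IP1 builds up when IMPase is blocked and the TR-FRET signal falls; potency is read from the fitted curve at half-maximal effect; plate controls were basal vehicle for no effect and high inhibitor control for full effect; nearly all actives have a fitted effect of over 50% in size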
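CHO cells stably expressing M1 receptor (2000/well, cultured 16–30 h) treated 30 min at 37C with compound plus low lithium. Cytosolic IP1 by TR-FRET (665/620 ratio and 620 channel) after 10 min lysis; AC50 by Hill fit.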
LMNA splice mod: changes lamin A minigene splicing in HeLa cells; HeLa LMNA splicing GFP/RFP minigene ratio, 48 h; Potency, µM (doses to about 46.1 µM), without a hit: at the highest dose ratio change, negative = inhibition, hits mostly inhibitors; 200,000 tested, 0.01% active; active = well fitted inhibition curve with a large enough effect in the signal ratio, with a control signal flat, not every such curve was filed as active; inconclusive = small, poorly fitted or top-dose-only effect, or effect the other way, or a change in a side signal; the % refers to the signal ratio; also: potency is read from the fitted curve at half-maximal effect; % is scaled to controls: 0 for no effect and ±100 for the full control effect
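S3 HeLa cells stably expressing lamin A-EGFP splicing minigene plus DsRed2, 600 cells/well, 48 h compound exposure at 37C. Laser-scanning cytometry; analysed as GFP (500-530 nm)/RFP (575-640 nm) total intensity ratio; 0.5% DMSO vehicle.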
aGal spleen mod: inhibitors or activators of human alpha-galactosidase in spleen homogenate; P06280; human spleen homogenate, 4MU-alpha-Gal fluorescence, 40 min; Potency, µM (highest dose often 80 µM), for inactives: at the top dose activity change, negative = inhibition, most hits filed as inhibitors; 240,000 tested, 0.008% active;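 also: potency is read from the fitted curve at half-maximal effect; 0% = enzyme with vehicle and -100% = no enzyme basal signal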
Target sequence (P06280 32-429 limits assumed): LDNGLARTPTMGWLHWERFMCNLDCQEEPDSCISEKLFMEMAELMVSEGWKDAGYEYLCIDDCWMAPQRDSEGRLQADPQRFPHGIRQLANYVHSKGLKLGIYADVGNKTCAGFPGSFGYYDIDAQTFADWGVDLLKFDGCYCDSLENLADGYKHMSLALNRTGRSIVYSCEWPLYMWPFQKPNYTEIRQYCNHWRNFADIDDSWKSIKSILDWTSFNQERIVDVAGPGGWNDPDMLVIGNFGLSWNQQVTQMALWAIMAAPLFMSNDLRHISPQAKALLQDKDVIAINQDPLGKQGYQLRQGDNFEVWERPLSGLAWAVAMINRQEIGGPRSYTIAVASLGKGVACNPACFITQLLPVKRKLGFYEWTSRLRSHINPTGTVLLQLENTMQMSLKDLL
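Human spleen homogenate (1 ug) as enzyme source, 4-methylumbelliferyl-alpha-D-galactopyranoside 1 mM final, citrate/phosphate pH 5.0 with 0.01% Tween-20. Compounds 40 min at 37C, NaOH/glycine stop; fluorescence Ex 365/Em 440, Hill-fit AC50.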
CBFb-RUNX1 inh: CBF-beta/RUNX1 interaction disruption. Q01196+Q13951. AID 1477. AlphaScreen CBFb-His/RUNX1-biotin binding, biochemical. Potency, µM (series often up to 59.8 µM), without a hit: at the highest dose activity, negative = inhibition, most hits filed as inhibitors. 230,000 tested, under 10 active; also: % of control where 0% means no effect
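Proteins preincubated together for 20 min at RT before compound addition; 15 min later, nickel and streptavidin beads were added and left 90 min prior to AlphaScreen measurement.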
Epigenetic derep: epigenetic control regulation, reporter derepression | murine LDR cells, GFP reporter derepression, 30 h | Potency, µM (titrated, usually from 53.9 µM), for the others: at the top dose GFP activation, most hits filed as activators | 280,000 tested, 0.2% active | AID 1865; also: potency is read from the fitted curve at half-maximal effect; % of control where 0% means no effect; nearly all actives have a fitted effect of over 60% in size
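Reporter derepression read as number of fluorescent GFP-positive objects, 20-120 um in size, counted by laser-scanning cytometer. Mouse LDR line with an epigenetically silenced CMV-GFP locus; compound incubation 30 h, 37 C.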
An asterisk follows results filed as active; ? = inconclusive; · = no result given; & = joins results of further samples; [ ] = dose if it differs, or a comment. Unless noted, calls follow the shape of the dose curve; as a rule, active = well fitted curve in the direction sought with a large enough effect; inconclusive = small, poorly fitted or top-dose-only effect, or another doubt; inactive = no such curve, though single readings can be large; an effect the other way counts as inactive or inconclusive.

SMILES	Luc counter	NPSR antag	IMPase Li inh	LMNA splice mod	aGal spleen mod	CBFb-RUNX1 inh	Epigenetic derep
CCCCN(CCCC)C(=O)c1cc2ccccc2c(=O)o1	-2%	9%	10%	?	1%	0%	2.0%
CCN1CCN(S(=O)(=O)c2cc(OC)ccc2OC)CC1	-1%	-1%[46.1 µM]	7%[38.3 µM]	2%	-4%	6%	0.0%
O=C1CC(=O)N(Cc2ccco2)C(=O)N1	4%	2%[46.1 µM]	-3%	-4%	0%	?	-1.1%
Cc1oc2ccc(O)cc2c1C(=O)c1ccc([N+](=O)[O-])cc1	3%	6%	7%	?	4%	-10%	-1.8%
Cc1cc2nnc(SC3CCCCN(C(=O)c4ccc(F)cc4)C3=O)n2c2ccccc12 (stereo not given)	-7%	-27%[46.1 µM]	11%[38.3 µM]	-2%	0%	1%	0.1%
O=C(CNCC1CCCO1)Nc1ccccc1N1CCCCCC1 (stereo not given)	-3%	-19%[46.1 µM]	-5%[38.3 µM]	7%	2%	-1%	-2.3%
CNc1nc(-c2ccccc2)cc(C(F)(F)F)c1C#N	-3%	-4%[46.1 µM]	?	11%	6%	4%	2.4%
CC(C)(C)OC(=O)NCCc1nnc(SCc2ccc(Cl)cc2Cl)o1	-3%	-28%[46.1 µM]	10%[38.3 µM]	-8%	9%	3%	-1.1%
COc1ccc(C)cc1NS(=O)(=O)c1cc(C)ccc1C	-1%	-21%[46.1 µM]	40%[38.3 µM]	21%	8%	4%	2.3%
NC(=O)NC(=O)CSc1nnc(-c2ccco2)n1Cc1ccccc1	-4%	-3%[46.1 µM]	2%[38.3 µM]	4%	3%	6%	0.8%
Cc1ccc(-n2c(C)cc(/C=N\NC(=O)CC(=O)NC(C)C)c2C)cc1	-5%	19%	11%	?	-13%	-3%	1.1%
COC(=O)c1ccccc1S(=O)(=O)N1CCC(C(=O)OC(C)C(=O)NC(N)=O)CC1 (stereo not given)	-1%	10%	-1%	5%[46 µM]	-3%	-6%	2.8%
COc1ccc(CSc2nc(C)cc(C)c2S(C)(=O)=O)cc1	-2%	-10%	3%	20%[46 µM]	0%	7%	-1.4%
O=C(O)c1ccc(/C=N/Nc2ccc(C(F)(F)F)cn2)cc1	-1%	-18%	-12%	·	0%	8%	-2.5%
CCc1ccccc1N(CC(=O)O)S(C)(=O)=O	3%	-9%[46.1 µM]	1%[38.3 µM]	3%	5%	7%	-2.1%
COc1ccc(CCn2nnnc2C(C(C)C)N2CCC(C(N)=O)CC2)cc1OC (stereo not given)	4%	-1%[46.1 µM]	7%	-3%	-1%	13%	-0.9%
CCCn1c(N2CCC(Cc3ccccc3)CC2)nc2c1c(=O)[nH]c(=O)n2C	-2%	?	1%[38.3 µM]	?	4%	-3%	-0.9%
CCCN1CCC(NC(=O)Nc2ccc(Br)cc2)CC1	1%	11%	0%	-2%[46 µM]	9%	8%	1.1%[10.1 µM]
Cc1nnc(Sc2cc(NCCCO)c([N+](=O)[O-])c3nonc23)s1	2%	?	29%	·	1%	-1%	0.0%
Cc1c(CCOC(=O)c2ccccc2)sc[n+]1Cc1ccccc1	0%	7%	23%	?	-1%	-4%	-2.0%
FC(F)(F)c1cccc(Cn2nnnc2-c2cc(Cl)cc(Cl)c2)c1	-2%	-23%[46.1 µM]	6%[38.3 µM]	15%	2%	8%	-2.3%
Cc1cc(C)c(C)c(S(=O)(=O)N2CCNCC2)c1C	4%	8%	3%	-23%[46 µM]	-5%	-3%	2.4%
FC(F)(F)C1=CC(c2ccc(Cl)cc2)=NCCN1	-1%	0%[46.1 µM]	-17%[38.3 µM]	?	?	10%	-0.9%
Cc1ccc(S(=O)(=O)N(C)Cc2ccc(C(=O)N/N=C/c3ccc(OC(F)F)cc3)cc2)cc1	1%	-31%	-1%	-6%	1%	-3%	7.7%
Cc1nc2c(c(N3CCOCC3)n1)OCC(=O)N2	·	-10%[46.1 µM]	·	7%	4%	-7%	-5.3%
CCc1ccc(NC(=O)Cn2nc(C(F)(F)F)c3c2CCC3)cc1	1%	-12%[46.1 µM]	0%[38.3 µM]	-2%	-9%	3%	2.9%
COc1ccc(NC(=O)CN(c2cc(C)cc(C)c2)S(=O)(=O)c2c(C)noc2C)cc1OC	9%	-4%	14%	?	-3%	-3%	-1.0%
CCN(CC)S(=O)(=O)c1ccc(C(=O)OCC(=O)NCCN2C(=O)CSC2=O)cc1	7%	6%	1%	?	1%	18%	-1.5%
COc1ccc(CCn2nnnc2CN2CCN(C(=O)c3ccco3)CC2)cc1OC	-4%	-11%	1%	25%[46 µM]	-2%	-1%	-0.9%
C=C(C)Cn1c(SCC)nc2ccccc2c1=O	2%	-2%[46.1 µM]	0%	-4%	10%	-5%	-0.9%
COC(=O)CNC(=O)C1CCN(C(=O)OCc2ccccc2)CC1	4%	-10%[46.1 µM]	16%[38.3 µM]	1%	-5%	3%	0.0%
C=CCC(C(=O)c1ccccc1)[N+](C)(C)CC=C (stereo not given)	-4%	7%	8%	21%[46 µM]	7%	6%	1.0%
CCOC(=O)c1ccc(NC(=O)c2nc[nH]c2C(=O)NCC(=O)OC(C)(C)C)cc1	·	-39%	·	·	3%	11%	1.6%
O=C(NCCCN1CCOCC1)C(=O)NCC1CCCO1 (stereo not given)	-1%	3%[46.1 µM]	-1%	5%	-7%	-4%	0.0%
CN(C)c1ccnc(-c2cccc(NS(C)(=O)=O)c2)n1	0%	·	-2%	?	2%	·	2.2%
Cc1cccc(C)c1OCC(=O)Nn1c(C)nc2ccccc2c1=O	0%	1%[46.1 µM]	0%[38.3 µM]	3%	-13%	8%	-1.8%
CCc1cccc(C)c1NC(=S)NCc1cccn1C	0%	9%	19%	8%	13%	-4%	-0.9%
CCn1c(=O)cc(OCC(=O)N2CCCC2)c2ccccc21	16%	-6%[46.1 µM]	-19%[38.3 µM]	-11%	1%	-2%	-0.4%
COc1cc(C2C(C(=O)Nc3ccc(F)cc3)=C(C)Nc3nc(CCCO)nn32)cc(OC)c1OC (stereo not given)	-4%	-2%[46.1 µM]	8%[38.3 µM]	-6%	-6%	4%	-1.4%
COC(=O)c1ccc(N2C(=O)CC(N(C)Cc3ccccc3)C2=O)cc1 (stereo not given)	0%	-9%[46.1 µM]	9%[38.3 µM]	3%	-6%	2%	-1.0%
Cc1cccc(C(=O)NNC(=O)Nc2ccccc2)c1	-1%	17%	-5%	0%[46 µM]	1%	30%	-2.8%
Cc1ccc2nc(-c3ccc(O)cc3)c(Nc3ccc4c(c3)OCCO4)n2c1	2%	-3%[46.1 µM]	-4%[38.3 µM]	-14%	11%	-22%	4.1%&0.0%
NS(=O)(=O)c1ccc(CCNC(=O)c2ccccc2F)cc1	-3%	-4%[46.1 µM]	-1%[38.3 µM]	5%	-2%	-5%	13%
Cc1cc(=O)[nH]c(N/N=C/c2ccc3c(c2)OCCO3)n1	·	12%	·	·	-6%	7%	1.1%
Cc1[nH]c2ccccc2c1CC#N	·	6%	·	·	2%	-4%	1.1%
C=CCOC(=O)N[C@H](/C(C(=O)OC)=C(\C)NCc1ccccc1)c1ccc(Br)cc1	-8%	·	34%[activator]	·	8%	?	0.8%
Cc1ccc2ncnc(NCCC(=O)O)c2c1	-2%	17%[46.1 µM]	-3%	-9%	2%	-1%	-1.0%
CCc1cccc(NC(=O)CSc2nc3c(c(=O)[nH]2)CCCC3)c1	3%	9%	1%	?	-1%	4%	0.3%
CSc1nnc2ccc(-c3ccccn3)nn12	-1%	12%	-4%	?	4%	0%	3.2%
Cc1cc(-c2nn(-c3ccccc3F)cc2CN2CCN(c3ccncc3)CC2)c(C)s1	4%	21%	9%	·	3%	-13%	-1.8%
COc1ccc(/C=N/NC(=O)Cc2n[nH]c(=O)[nH]c2=O)cc1	·	13%	·	·	2%	8%	-4.2%
O=C(Nc1cc(=O)[nH]c2nc(-c3ccccc3)nn12)c1ccc(Cl)cc1	·	35%	·	·	6%	2%	-0.9%
COc1ccc(Nc2nc(N)c([N+](=O)[O-])c(N3CCOCC3)n2)cc1	·	9%[7.67 µM]	·	·	7%	-5%	-0.3%
CC(NC(=O)c1ccccc1)c1ccc(Br)cc1 (stereo not given)	-1%	1%	1%	·	-4%	8%	-0.5%
CS(=O)(=O)N1CCN(CCN2C(=O)c3cccc4cccc(c34)C2=O)CC1	0%	-2%	3%	·	3%	7%	2.5%
CCOc1cccc(C2C(C#N)=C(N)Oc3cc(C)[nH]c(=O)c32)c1OCC (stereo not given)	·	4%	·	·	3%	10%	0.0%
NC(=O)COc1ccccc1	·	7%	·	·	1%	3%	0.0%
CCOc1ccccc1NC(=O)C1CCCN(S(=O)(=O)c2ccc(OC)c(C)c2)C1 (stereo not given)	4%	-22%[46.1 µM]	10%[38.3 µM]	?	-3%	-1%	-1.3%
Nc1c(C(=O)C2CC2)sc2nc3c(cc12)CCC3	-3%	4%	-2%	?	0%	16%	-4.7%
C=C(C)C(=O)N1CC2(CC(c3cccc(NC(=O)/C=C\C=C/C)c3)=NO2)C[C@H]1C(N)=O (stereo not given in full)	·	15%	·	·	-1%	-3%	-0.2%

Complete entries as entered above:
Shown for CSc1nnc2ccc(-c3ccccn3)nn12 = Luc counter = -1%; NPSR antag = 12%; IMPase Li inh = -4%; LMNA splice mod = ?; aGal spleen mod = 4%; CBFb-RUNX1 inh = 0%; Epigenetic derep = 3.2%
Shown for CCOc1cccc(C2C(C#N)=C(N)Oc3cc(C)[nH]c(=O)c32)c1OCC (stereo not given) = Luc counter = ·; NPSR antag = 4%; IMPase Li inh = ·; LMNA splice mod = ·; aGal spleen mod = 3%; CBFb-RUNX1 inh = 10%; Epigenetic derep = 0.0%
Shown for Cc1ccc2ncnc(NCCC(=O)O)c2c1 = Luc counter = -2%; NPSR antag = 17%[46.1 µM]; IMPase Li inh = -3%; LMNA splice mod = -9%; aGal spleen mod = 2%; CBFb-RUNX1 inh = -1%; Epigenetic derep = -1.0%

Not all compounds are listed. The share of hits here may be higher or lower than overall.
